APEX1 inh = qHTS Assay for Inhibitors of the Human Apurinic/apyrimidinic Endonuclease 1 (APE1); DNA repair nuclease/redox regulator APEX1 (Homo sapiens), P27695; recombinant APE1, TAMRA/BHQ-2 abasic DNA cleavage fluorescence; Potency, µM (series often up to 65.8 µM), without a hit: top-dose activity change, negative = inhibition, most hits filed as inhibitors; actives 0.35% (n = 350,000); AID 2517, 2012;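 note: potency is the fitted concentration of half-maximal effect; plate controls were vehicle for no effect and reference inhibitor for full effect; nearly all actives have a fitted effect of over 55% in size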
Target sequence (P27695 whole entry, looked up): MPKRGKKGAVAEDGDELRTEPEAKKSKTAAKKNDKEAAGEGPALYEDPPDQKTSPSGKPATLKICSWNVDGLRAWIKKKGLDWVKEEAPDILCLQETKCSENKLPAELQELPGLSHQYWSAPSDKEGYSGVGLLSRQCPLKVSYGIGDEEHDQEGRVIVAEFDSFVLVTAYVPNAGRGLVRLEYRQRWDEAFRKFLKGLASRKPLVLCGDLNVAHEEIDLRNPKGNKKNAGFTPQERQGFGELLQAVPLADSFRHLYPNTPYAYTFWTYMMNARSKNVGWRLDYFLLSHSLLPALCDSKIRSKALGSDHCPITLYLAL
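APE1 at 0.75 nM final was preincubated with compound 15 min at room temperature, then 50 nM double-stranded THF abasic-site substrate (5'-TAMRA/3'-BHQ-2) was added. Fluorescence (ex 525/em 598 nm) was read kinetically; third-minus-first read gave activity.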
POLK inh = qHTS for Inhibitors of Polymerase Kappa. DNA polymerase kappa (Homo sapiens), Q9UBT6. purified Pol kappa, fluorescent DNA synthesis assay, 10 min. Potency, µM (doses to about 107 µM), for inactives: at the highest dose activity, negative = inhibition, most hits filed as inhibitors. actives 0.53% (n = 400,000). AID 588579, 2011; note: potency is the fitted concentration of half-maximal effect; % is set by controls: 0 for no effect and ±100 for the full control effect
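Readout: fluorescence, taken kinetically at 0 and 10 min. Conditions: 10 nM Pol kappa, 15 min RT compound preincubation, 50 nM substrate final. Controls: enzyme-free buffer wells.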
Pol eta inh = qHTS for Inhibitors of Polymerase Eta; DNA polymerase eta (Homo sapiens), Q9Y253; recombinant Pol eta, fluorescent DNA replication assay; Potency, µM (series often up to 114 µM), without a hit: at the top dose activity change, negative = inhibition, usual class: inhibitors; actives 1.2% (n = 390,000); AID 588591, 2011; note: potency is the fitted concentration of half-maximal effect; % is set by controls: 0 for no effect and ±100 for the full control effect
Target sequence (Q9Y253 whole entry, looked up): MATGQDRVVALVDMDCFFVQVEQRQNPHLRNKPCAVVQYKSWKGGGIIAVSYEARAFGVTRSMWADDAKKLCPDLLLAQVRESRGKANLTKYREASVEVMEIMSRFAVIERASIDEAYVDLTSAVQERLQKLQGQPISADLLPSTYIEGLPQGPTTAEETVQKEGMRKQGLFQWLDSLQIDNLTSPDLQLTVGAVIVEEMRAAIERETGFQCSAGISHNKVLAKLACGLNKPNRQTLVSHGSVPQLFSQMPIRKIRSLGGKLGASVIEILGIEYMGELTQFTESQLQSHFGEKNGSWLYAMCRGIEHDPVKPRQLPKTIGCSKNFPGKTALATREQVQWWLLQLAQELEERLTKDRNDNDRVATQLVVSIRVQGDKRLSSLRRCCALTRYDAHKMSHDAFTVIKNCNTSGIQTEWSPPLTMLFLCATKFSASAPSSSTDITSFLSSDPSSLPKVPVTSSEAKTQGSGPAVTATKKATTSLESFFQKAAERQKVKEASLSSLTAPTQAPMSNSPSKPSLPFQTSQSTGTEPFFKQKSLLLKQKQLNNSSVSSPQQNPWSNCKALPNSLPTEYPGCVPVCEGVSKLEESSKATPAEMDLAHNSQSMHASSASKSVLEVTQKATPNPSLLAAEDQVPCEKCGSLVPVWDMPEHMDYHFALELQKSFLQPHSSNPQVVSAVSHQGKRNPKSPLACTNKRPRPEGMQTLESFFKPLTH
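Pol eta (10 nM) was preincubated with compounds for 15 min at room temperature, after which fluorescent replication substrate (50 nM final) was added to start the reaction. Fluorescence was read kinetically at 0 and 10 min.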
POLB inh = qHTS Assay for Inhibitors of DNA Polymerase Beta; P06746; Pol beta primer extension/strand displacement, fluorescence kinetic; Potency, µM (highest dose often 114 µM), without a hit: top-dose activity change, negative = inhibition, most hits filed as inhibitors; actives 1.3% (n = 340,000); note: potency is the fitted concentration of half-maximal effect; % is set by controls: 0 for no effect and ±100 for the full control effect
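10 nM enzyme + cpd, 15 min RT; start with substrate 50 nM final; read 0 min and after 10 min RT. Corrected, normalized data; 4-parameter Hill curve fit.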
Pol iota inh = qHTS for Inhibitors of Polymerase Iota | Pol iota fluorescent replication assay, 10 min | Potency, µM (highest dose often 115 µM), inactives show at the highest dose activity, negative = inhibition, most hits filed as inhibitors | actives 1% (n = 390,000); note: potency is the fitted concentration of half-maximal effect
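Pol iota at 10 nM preincubated 15 min with compounds at room temperature; reaction started with fluorescent substrate, 50 nM final. Fluorescence read kinetically at 0 and 10 min; buffer-only wells as negative control.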
Glioma ERSR ind = qHTS for Inducers of the Endoplasmic Reticulum Stress Response (ERSR) in Human Glioma: qHTS | U87-MG GRP78 promoter luciferase reporter, 16 h | Potency, µM, without a hit: at the top dose activation, most hits filed as activators | actives 0.02% (n = 420,000); note: potency is the fitted concentration of half-maximal effect; series mostly up to about 76 µM; % of control where 0% means no effect; nearly all actives have a fitted effect of over 35% in size
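Stably transfected U87-MG human glioma cells carrying a GRP78-based luminescent sensor were seeded at 1000 cells/well, pin-dosed with compounds and incubated 16 h. Luciferase reagent was then added, and end-point luminescence was read after 10 min at room temperature.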
LDHA inh = qHTS assay for inhibitors of human lactate dehydrogenase; L-lactate dehydrogenase A chain (Homo sapiens), P00338; purified LDHA, NADH/diaphorase-resazurin fluorescence; hits give low values; activity change, % (values are at about 110 or 230 µM); actives 0.15% (n = 480,000); in the data active = activity change below about -30%; inconclusive = mostly about -25% to -30%;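 note: plate controls were DMSO wells for no effect and wells without enzyme for full effect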
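LDH5 2 nM; NADH 0.06 mM, pyruvate 0.2 mM; 200 mM Tris pH 7.4, EDTA, Tween-20; 5 min RT. Detection: diaphorase 0.133 mg/mL + resazurin 37 µM, fluorescence ex540/em590 at 0 and 20 min; normalized to enzyme-free and DMSO wells.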
BLM inh = qHTS Assay for Inhibitors of Bloom's syndrome helicase (BLM) | RecQ-like DNA helicase BLM (Homo sapiens), P54132 | recombinant BLM DNA unwinding, fluorescence dequenching | Potency, µM (series often up to 56.1 µM), inactives show top-dose activity change, negative = inhibition, most hits filed as inhibitors | actives 0.2% (n = 350,000) | AID 2528, 2010;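 note: potency is the fitted concentration of half-maximal effect; plate controls were vehicle for no effect and no enzyme for full effect; nearly all actives have a fitted effect of over 35% in size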
Anesthetic bind = qHTS Assay for Identification of Novel General Anesthetics; apoferritin/1-aminoanthracene competitive binding, fluorescence; Potency, µM (doses to about 77.5 µM), inactives show at the highest dose activity change, negative = displacement, most hits filed as inhibitors; actives 0.074% (n = 350,000); note: potency is the fitted concentration of half-maximal effect; % is set by controls: 0 for no effect and ±100 for the full control effect; nearly all actives have a fitted effect of over 20% in size
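Horse-spleen apoferritin (10 uM) in 50% saturated 1-aminoanthracene in PBS was incubated 10 min at room temperature with compound. Fluorescence (ex 380, em 535 nm) was normalized to free and bound 1-AMA, with concentration-response fitted by a four-parameter Hill equation.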
* hit, by the source's call; & = joins results of further samples; ! = not confirmed by another sample; [ ] = remark or other dose. Unless noted, calls come from the whole dose curve; as a rule, active = well fitted curve in the direction sought with a large enough effect; inconclusive = small, poorly fitted or top-dose-only effect, or another doubt; inactive = no such curve, though single readings can be large; an effect the other way counts as inactive or inconclusive.

What do the screens show for `Cc1ccc(O)c(NC(=S)NC(=O)Cc2ccc(Cl)cc2)c1`?
APEX1 inh: -3%; POLK inh: 4%; Pol eta inh: -14%; POLB inh: 57%; Pol iota inh: -19%; Glioma ERSR ind: inconclusive; LDHA inh: -3; BLM inh: 2%; Anesthetic bind: -9%

How did COc1ccc(CCNC(=O)CC2SC(=NCc3ccccc3)NC2=O)cc1 (centres undefined) do in these assays?
APEX1 inh: 4%; POLK inh: -3%; Pol eta inh: -26%; POLB inh: 1%; Pol iota inh: 111%[activator]; Glioma ERSR ind: -2%; LDHA inh: -13; BLM inh: -5%; Anesthetic bind: -14%

Results for CCOc1ccc(Nc2cc(C)nc(N3CCOCC3)n2)cc1 ?
APEX1 inh: -3%; POLK inh: -7%; Pol eta inh: -16%; POLB inh: 32%; Pol iota inh: -1%; Glioma ERSR ind: -1%; LDHA inh: -3; BLM inh: -2%; Anesthetic bind: -11%

Results for Cc1ccc(OCC(=O)NCCNC(=O)c2ccco2)cc1 ?
APEX1 inh: 6%; POLK inh: 5%; Pol eta inh: -6%; POLB inh: 60%; Pol iota inh: 24%; Glioma ERSR ind: -2%; LDHA inh: 1; BLM inh: -1%; Anesthetic bind: 8%

Results for Cc1cc(C)c2c(c1)OC(O)(C(F)F)CC2=O (centres undefined) ?
APEX1 inh: 0%; POLK inh: 1%; Pol eta inh: 0%; POLB inh: 1%; Pol iota inh: 8%; Glioma ERSR ind: -3%; LDHA inh: -6; BLM inh: -4%; Anesthetic bind: inconclusive

What do the screens show for `O=C(NCCN1CCN(C(=O)c2c(F)cccc2F)CC1)C(=O)Nc1ccc(Cl)cc1`?
APEX1 inh: 6%; POLK inh: -2%; Pol eta inh: -17%; POLB inh: 0%; Pol iota inh: 28%; Glioma ERSR ind: 0%; LDHA inh: 0; BLM inh: -3%; Anesthetic bind: -5%

Results for Cc1cc(NC(=O)COc2ccccc2)cc(-c2nc3ccccc3o2)c1O ?
POLK inh: -7%; Pol eta inh: -1%; POLB inh: 5%; Pol iota inh: 12%; Glioma ERSR ind: -3%; LDHA inh: -4; BLM inh: -1%; Anesthetic bind: 41%[activator]

Results for COc1ccc(C2(C)NC(=O)N(CC(=O)NC3CC3)C2=O)cc1 (centres undefined) ?
APEX1 inh: 5%; POLK inh: 0%; Pol eta inh: -25%; Pol iota inh: 70%[activator]; Glioma ERSR ind: 0%; LDHA inh: -10

How did O=C(Cc1ccc(S(=O)(=O)N2CCOCC2)s1)Nc1ccc(Br)c(C(F)(F)F)c1 do in these assays?
POLK inh: -4%; Pol eta inh: -23%; Pol iota inh: 5%; Glioma ERSR ind: -3%; LDHA inh: 0

How did Cc1nn(Cc2ccccc2)c(C)c1NC(=O)c1ccc([N+](=O)[O-])cc1[N+](=O)[O-] do in these assays?
APEX1 inh: 1%; POLK inh: -17%; Pol eta inh: -1%; POLB inh: -18%; Pol iota inh: 27%; Glioma ERSR ind: -3%; LDHA inh: -1; BLM inh: 3%; Anesthetic bind: -9%

How did CCOC(=O)c1c(S(=O)(=O)N2CCCC(C(=O)NCc3ccc(F)cc3)C2)c(C)n(CC)c1C (centres undefined) do in these assays?
POLK inh: 0%[60.1 µM]; Pol eta inh: -14%; POLB inh: 15%; Pol iota inh: 6%; Glioma ERSR ind: 0%; LDHA inh: 2; BLM inh: -1%; Anesthetic bind: 1%

Results for CC(C)(C)CC(C)(C)N=C1NS(=O)(=O)c2cc([N+](=O)[O-])ccc21 ?
APEX1 inh: -2%; POLK inh: -3%; Pol eta inh: -11%; POLB inh: 8%; Pol iota inh: 10%; Glioma ERSR ind: -1%; LDHA inh: -5; BLM inh: -3%; Anesthetic bind: -21%

How did C[C@]1(C2CCCC2)Cc2cc(OCC(=O)O)c(Cl)c(Cl)c2C1=O do in these assays?
POLK inh: 17%; Pol eta inh: -12%; Pol iota inh: -22%; Glioma ERSR ind: -2%; LDHA inh: -2

Results for C/C(CCN1CCc2nc(-c3ccccc3)c(-c3ccccc3)cc2C1)=N\O[C@@H](C)CN1CCCc2nc(C)c(C)cc21 ?
APEX1 inh: -6%[12.4 µM]; Glioma ERSR ind: 2%; BLM inh: -8%[12.4 µM]; Anesthetic bind: -17%[15.3 µM]

Results for CCC(=O)N1CCc2cc(Br)cc(S(=O)(=O)N3CCN(c4cccc(Cl)c4)CC3)c21 ?
POLK inh: -10%; Pol eta inh: -10%; POLB inh: 32%[activator]; Pol iota inh: 4%; Glioma ERSR ind: -1%; LDHA inh: -21; BLM inh: -10%; Anesthetic bind: -5%

Results for CN(/C(=N/S(=O)(=O)c1ccccc1)c1ccccc1)S(=O)(=O)c1ccccc1 ?
APEX1 inh: -1%; POLK inh: 5%; Pol eta inh: -8%; POLB inh: 10%; Pol iota inh: 1%; Glioma ERSR ind: -3%; LDHA inh: -1; BLM inh: 3%; Anesthetic bind: -15%

How did CN=C1SC(CC(=O)NCCc2ccc(OC)c(OC)c2)C(=O)N1C (centres undefined) do in these assays?
APEX1 inh: 1%; POLK inh: inconclusive; Pol eta inh: 56µM*!; POLB inh: 1%; Pol iota inh: inconclusive; Glioma ERSR ind: -4%&-5%; LDHA inh: -7&-6; BLM inh: 1%; Anesthetic bind: -9%

How did COc1ccc(-n2nc(C(=O)NCC(=O)N3CCC(C)CC3)c3ccccc3c2=O)cc1 do in these assays?
APEX1 inh: -21%; POLK inh: -4%; Pol eta inh: -1%; POLB inh: 49%; Pol iota inh: 16%; Glioma ERSR ind: 0%; LDHA inh: -4; BLM inh: 0%; Anesthetic bind: inconclusive

What do the screens show for `CC(C)(C)c1ccc(C(=O)C=[N+]=[N-])cc1`?
APEX1 inh: 0%; POLK inh: 0%; Pol eta inh: -10%; POLB inh: -18%; Pol iota inh: -6%; Glioma ERSR ind: 0%; LDHA inh: -2; BLM inh: -14%; Anesthetic bind: inconclusive

What do the screens show for `COC(=O)C(F)(Sc1c(C)n(C)n(-c2ccccc2)c1=O)C(F)(F)F` (centres undefined)?
APEX1 inh: 0%; POLK inh: -5%; Pol eta inh: -1%; POLB inh: 7%; Pol iota inh: 3%; Glioma ERSR ind: -1%; LDHA inh: -6; BLM inh: -1%; Anesthetic bind: 3%

Two consecutive compounds already listed, for reference:
What do the screens show for `CC(C)(C)c1ccc(C(=O)C=[N+]=[N-])cc1`?
APEX1 inh: 0%; POLK inh: 0%; Pol eta inh: -10%; POLB inh: -18%; Pol iota inh: -6%; Glioma ERSR ind: 0%; LDHA inh: -2; BLM inh: -14%; Anesthetic bind: inconclusive

What do the screens show for `COC(=O)C(F)(Sc1c(C)n(C)n(-c2ccccc2)c1=O)C(F)(F)F` (centres undefined)?
APEX1 inh: 0%; POLK inh: -5%; Pol eta inh: -1%; POLB inh: 7%; Pol iota inh: 3%; Glioma ERSR ind: -1%; LDHA inh: -6; BLM inh: -1%; Anesthetic bind: 3%

Going on with the list.
Results for CCOC(=O)C1CC2=C(CCCC2=O)N(Cc2ccccc2)C1=O (centres undefined) ?
POLK inh: 19%; Pol eta inh: -17%; Pol iota inh: 3%; Glioma ERSR ind: -5%; LDHA inh: 0

How did Cc1ccc(S(=O)(=O)/N=C(/Nc2c(C)n(C)n(-c3ccccc3)c2=O)c2ccccc2)cc1 do in these assays?
APEX1 inh: 1%; POLK inh: -6%; Pol eta inh: -11%; POLB inh: -1%; Pol iota inh: 162%[activator]; Glioma ERSR ind: -3%; LDHA inh: -7; BLM inh: 2%; Anesthetic bind: 3%

How did CC1CN(S(=O)(=O)c2cccc(C(=O)NCC(c3cccs3)N3CCOCC3)c2)CC(C)O1 (centres undefined) do in these assays?
POLK inh: 11%; Pol eta inh: -13%; Pol iota inh: -6%; Glioma ERSR ind: -4%; LDHA inh: 3

Results for CCOC(=O)N1CCN(C(=O)CS(=O)(=O)c2cn(Cc3ccccc3Cl)c3ccccc23)CC1 ?
APEX1 inh: -1%; POLK inh: 7%; Pol eta inh: -2%; POLB inh: -2%; Pol iota inh: 2%; Glioma ERSR ind: -4%; LDHA inh: 0; BLM inh: 0%; Anesthetic bind: 0%

Results for S=C(NCCc1ccccc1)N1CCN(C23CC4CC(CC(C4)C2)C3)CC1 ?
APEX1 inh: 1%; POLK inh: -4%; Pol eta inh: -2%; POLB inh: -20%; Pol iota inh: 135%[activator]; Glioma ERSR ind: -1%; LDHA inh: -7; BLM inh: -7%; Anesthetic bind: -12%

What do the screens show for `CCOc1ccc(S(=O)(=O)NCCc2csc3nc(-c4ccc(OC)c(OC)c4)nn23)cc1`?
POLK inh: -13%[60.1 µM]; Pol eta inh: -16%; POLB inh: 4%; Pol iota inh: 26%; Glioma ERSR ind: 0%; LDHA inh: -1; BLM inh: -1%; Anesthetic bind: 4%

How did CCc1ccc(CNC(=O)c2cccc(-n3cnc4cccnc43)c2C)cc1 do in these assays?
POLK inh: -1%; Pol eta inh: -9%; POLB inh: -1%; Pol iota inh: 10%; Glioma ERSR ind: -2%; LDHA inh: -1; BLM inh: -5%; Anesthetic bind: -12%

What do the screens show for `COc1ccccc1CNC(=O)COC(=O)Cc1ccc(F)cc1`?
APEX1 inh: -7%; POLK inh: 1%; Pol eta inh: 4%; Pol iota inh: -7%; Glioma ERSR ind: -2%; LDHA inh: -5

Some of the compounds tested; count on the stated rates, not on these rows.
